ALOX15 inhib: qHTS Assay for Inhibitors of 15-hLO (15-human lipoxygenase) | Polyunsaturated fatty acid lipoxygenase ALOX15 (Homo sapiens), P16050 | Potency, µM (top dose mostly 57.1 µM), inactives show at the top dose activity change, negative = inhibition, actives largely listed as inhibitors | 1.4% of 74,000 active | purified 15hLO-1, xylenol orange hydroperoxide absorbance; further: potency means the concentration at half of the fitted maximal effect; on the % scale 0 is the no-effect control and ±100 the full control effect; nearly all actives have a fitted effect of over 55% in size
Target sequence (P16050 whole entry, looked up): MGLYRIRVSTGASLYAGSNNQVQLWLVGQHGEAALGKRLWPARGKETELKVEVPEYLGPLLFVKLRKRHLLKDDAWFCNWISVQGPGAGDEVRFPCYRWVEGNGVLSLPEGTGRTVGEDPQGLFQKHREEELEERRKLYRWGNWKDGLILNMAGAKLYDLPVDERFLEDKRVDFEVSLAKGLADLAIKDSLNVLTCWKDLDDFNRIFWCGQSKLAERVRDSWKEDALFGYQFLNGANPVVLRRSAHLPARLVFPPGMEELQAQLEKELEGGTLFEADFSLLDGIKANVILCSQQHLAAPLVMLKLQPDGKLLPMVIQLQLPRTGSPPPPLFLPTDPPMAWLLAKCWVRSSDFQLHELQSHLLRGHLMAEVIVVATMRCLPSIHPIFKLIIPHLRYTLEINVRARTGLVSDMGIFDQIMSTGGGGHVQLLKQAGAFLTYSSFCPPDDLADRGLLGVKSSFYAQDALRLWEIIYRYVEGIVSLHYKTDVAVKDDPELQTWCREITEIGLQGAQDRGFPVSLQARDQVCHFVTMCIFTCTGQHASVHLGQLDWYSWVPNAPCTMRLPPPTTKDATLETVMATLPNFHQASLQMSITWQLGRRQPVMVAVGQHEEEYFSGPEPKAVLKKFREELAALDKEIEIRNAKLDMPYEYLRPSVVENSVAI
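Inhibition is scored from a chromogenic endpoint. After 15 min enzyme-compound contact, arachidonic acid (50 uM final) reacts 6 min with 40 nM 15hLO-1 at room temperature, then Fe-XO reagent is added for 30 min and absorbance ratio recorded.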
HADH2 inhib: qHTS Assay for Inhibitors of HADH2 (Hydroxyacyl-Coenzyme A Dehydrogenase, Type II); recombinant HADH2, NADH fluorescence, beta-hydroxybutyryl-CoA; Potency, µM (highest dose often 57.1 µM), for inactives: at the highest dose activity change, negative = inhibition, most hits filed as inhibitors; 3.4% of 73,000 active; AID 886, 2007; further: potency means the concentration at half of the fitted maximal effect; on the % scale 0 is the no-effect control and ±100 the full control effect; nearly all actives have a fitted effect of over 60% in size; many of its hits are not listed in these tables
Target sequence (Q99714 whole entry, looked up, one chain of several): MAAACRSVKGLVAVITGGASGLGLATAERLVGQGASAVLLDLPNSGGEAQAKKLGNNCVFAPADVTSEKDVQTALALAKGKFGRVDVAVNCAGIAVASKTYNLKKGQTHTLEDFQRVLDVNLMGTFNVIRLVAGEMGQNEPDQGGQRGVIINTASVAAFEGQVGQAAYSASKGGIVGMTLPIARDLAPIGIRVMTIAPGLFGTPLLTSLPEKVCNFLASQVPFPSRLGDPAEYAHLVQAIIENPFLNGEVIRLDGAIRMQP
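Activity measured as NADH fluorescence gain (360/450 nm), taken as the change between first and last reads of a 4-min kinetic run. Conditions: pH 9.0 Tris buffer, 20 nM E. coli-expressed His-tagged enzyme, 1 mM NAD+, 90 uM beta-hydroxybutyryl-CoA; 15-min compound preincubation.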
Tau fil binding: qHTS Assay for Tau Filament Binding; Potency, µM (top dose mostly 57.1 µM), for inactives: top-dose activity change, negative = inhibition; recombinant tau filaments, thioflavin S fluorescence, 15 h; filaments grown with octadecylsulfate alongside compound; 2% of 71,000 active; Microtubule-associated protein tau (Homo sapiens), P10636;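 further: potency means the concentration at half of the fitted maximal effect; on the % scale 0 is the no-effect control and ±100 the full control effect; actives lower thioflavin S fluorescence by blocking filaments or displacing dye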
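His-tagged recombinant human tau (exons 2, 3, 10; 1 uM final) fibrillized with 30 uM sodium octadecylsulfate, 15 h at 37 C, in pH 7.4 HEPES buffer with 10 uM thioflavine S and 5 mM DTT. Reduced ThS fluorescence (450/510 nm) marks activity.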
Pol III holo inh: qHTS Assay for Inhibitors of DNA Polymerase III Holoenzyme System; reconstituted DNA polymerase III holoenzyme replication, biochemical; Potency, µM (titrated, usually from 57.1 µM), inactives show at the top dose activity change, negative = inhibition; 0.25% of 71,000 active; AID 603, 2007; further: potency means the concentration at half of the fitted maximal effect; on the % scale 0 is the no-effect control and ±100 the full control effect
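Reconstituted *E. coli* holoenzyme (0.35 nM Pol III, 1 nM beta, 154 nM SSB, 2 nM primase) was preincubated with compound for 15 min at RT. Synthesis on 1.4 nM ssM13Gori ran 35 min, then was stopped with PicoGreen/EDTA and read as dsDNA fluorescence.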
Hsp90 Hop PPI: qHTS Assay for Disrupters of an Hsp90 Co-Chaperone Interaction. AlphaScreen TPR2A-His6 binding biotin-Hsp90 C-terminal peptide. AID 595, 2007. 0.44% of 71,000 active. Potency, µM (top dose mostly 57 µM), for the others: top-dose activity change, negative = inhibition. Hsp90 C-terminal peptide / TPR2A (Hop) interaction, human; active means well fitted curve in either direction with a large enough effect; inconclusive means small, poorly fitted or top-dose-only effect, or another doubt; further: potency means the concentration at half of the fitted maximal effect; on the % scale 0 is the no-effect control and ±100 the full control effect; many of its hits are not listed in these tables
FLuc inh: qHTS Assay for Inhibitors of Firefly Luciferase; Luciferin 4-monooxygenase (Photinus pyralis), P08659; purified firefly luciferase, luminescence, 8 min; Potency, µM (highest dose often 57.1 µM), inactives show top-dose activity change, negative = inhibition, hits mostly inhibitors; 2.2% of 72,000 active; further: potency means the concentration at half of the fitted maximal effect; on the % scale 0 is the no-effect control and ±100 the full control effect; nearly all actives have a fitted effect of over 40% in size
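Here, luciferase activity is measured as luminescence following an 8 min room-temperature reaction at 10 uM ATP, pH 7.2. Every library sample is titrated.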
GFP derepression: qHTS Assay for Epigenetic Modulators; AID 597, 2007; mouse C127i GFP locus derepression, cytometry, 30 h; Potency, µM (highest dose often 46.1 µM), for the others: at the top dose GFP derepression (activation); 0.09% of 68,000 active; further: % of control where 0% means no effect
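Read-out is the number of GFP-positive cells, scored as fluorescent objects 20 to 120 um wide, reflecting derepression of a silenced CMV-GFP reporter in murine C127i cells after 30 h compound exposure at 37 C.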
CRE-bla Fsk: Cell signaling CRE-BLA (Fsk stim); CHO CRE-bla reporter (cAMP response element driving beta-lactamase), forskolin EC10, beta-lactamase ratio; Potency, µM (titrated, usually from 38.2 µM), for the others: at the highest dose activity change, negative = inhibition, most hits filed as activators; 2.5% of 71,000 active; active means well fitted activation curve with a large enough effect in the signal ratio, with a control signal flat, not every such curve was filed as active; inconclusive means small, poorly fitted or top-dose-only effect, or effect the other way, or a change in a side signal; the % refers to the signal ratio; further: potency means the concentration at half of the fitted maximal effect; % of control where 0% means no effect
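Using CellSensor CRE-bla CHO cells in Opti-MEM with 0.5% dialyzed FBS, compounds were titrated with EC10 NKH 477 for 3 h at 37 °C. CCF4 ratio (460/530 nm) gave %Activity; AC50 derived.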
Ub-GFP proteasome: Ubiquitin-GFP Assay | Ubiquitin-GFP reporter cells, proteasome inhibition, GFP fluorescence; response scale: untreated = 0%, 10 µM MG-132 = 100% | Potency, µM (series often up to 45.9 µM), without a hit: at the highest dose activation (GFP accumulation), actives largely listed as activators | 67,000 tested, under 10 active | AID 526, 2006; active means well fitted activation curve with a large enough effect, not every such curve was filed as active; inconclusive means small, poorly fitted or top-dose-only effect, or another doubt; inactive means no such curve, though single readings can be large or run the other way; further: potency means the concentration at half of the fitted maximal effect
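U2OS Ub(G76V)-GFP reporter; O/N plating, 0.5% FBS; cpd 46 uM–2.9 nM, 4 h, 37 °C; GFP+ cell count, 488/515 nm; norm. to basal vs 10 uM MG-132; CRC fit.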
ERK AVP block: qHTS Assay for Inhibitors of the ERK Signaling Pathway using a Homogeneous Screening Assay | 0.99% of 72,000 active | Potency, µM (series often up to 57.5 µM), for the others: at the top dose activity, negative = inhibition, usual class: inhibitors | HEK293-V1b, vasopressin-stimulated pERK AlphaScreen; further: potency means the concentration at half of the fitted maximal effect; on the % scale 0 is the no-effect control and ±100 the full control effect; nearly all actives have a fitted effect of over 55% in size
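HEK293 cells stably expressing V1b receptor, preincubated 30 min at 37 °C with compound, then stimulated 5 min with 25 nM vasopressin. Phospho-ERK by AlphaScreen SureFire after 5 h RT; normalized to DMSO and vasopressin; AC50 by Hill fit.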
HBB splicing: qHTS Assay for Modulators of Hemoglobin Beta Chain Splicing | AID 925, 2007 | 0.06% of 65,000 active | HBB splicing reporter cell assay, activation; EGFP reporter with mutant IVS2-654 intron; response scale: normalised to 500 nM splice-correcting PNA | Potency, µM (highest dose often 46.1 µM), without a hit: top-dose activation, usual class: activators; further: potency means the concentration at half of the fitted maximal effect; 0% is about no effect
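HeLa cells stably expressing EGFP interrupted by mutant beta-globin intron 2 (IVS2-654), 500/well in 2% FCS. Treated with compound for 2 days at 37C. Splicing correction scored as total well GFP intensity (488 nm excitation, 500-520 nm emission); 500 nM antisense PNA served as control.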
* hit, by the source's call; ? = inconclusive; . = not tested or not shown; [ ] = dose if it differs, or a comment. Unless noted, the call rests on the fitted dose curve; in most records, active means well fitted curve in the direction sought with a large enough effect; inconclusive means small, poorly fitted or top-dose-only effect, or another doubt; inactive means no such curve, though single readings can be large; an effect the other way counts as inactive or inconclusive.

SMILES	ALOX15 inhib	HADH2 inhib	Tau fil binding	Pol III holo inh	Hsp90 Hop PPI	FLuc inh	GFP derepression	CRE-bla Fsk	Ub-GFP proteasome	ERK AVP block	HBB splicing
CC(C)C[C@@H](CC(=O)N[C@@H](CCC(=O)O)CC(=O)O)NC(=O)[C@@H]1CCCC[C@H]1NC(=O)C[C@@H](NC(=O)C[C@H](Cc1c[nH]c2ccccc12)NC(=O)[C@@H]1CNCC[C@H]1N)C(C)C	.	11%	-7%	0%	-4%	.	.	-13%	.	.	1.7%
CCN(Cc1ccccc1)C(c1cc2cc(C)cc(C)c2[nH]c1=O)c1nnnn1CCOC (centres undefined)	-8%	18%	16%	-6%	-1%	0%	5%	4%	2%	27%	.
O=C(Nn1cnnc1)c1csc2ccccc12	6%	-27%	-4%	-3%	-7%	1%	-5%	8%	-9%	-4%	1.5%
O=C(O)COc1cccc(NC(=O)c2ccccc2)c1	8%	1%	-5%	-2%	1%	-18%	-2%	-2%	44%	33%[activator]	-0.9%[9.22 µM]
CCC(C)(C)NC(=O)C(OC(=O)c1ccco1)c1ccccc1OC (centres undefined)	3%	3%	-16%	-4%	-4%	1%	0%	19%	-3%	3%	-1.1%
COCCn1c(=O)c(-c2ccc(F)cc2)nc2cncnc21	-18%	-9%	2%	-6%	-2%	0%[11.4 µM]	0%[9.22 µM]	?	1%	10%	0.1%
CCN(CC(=O)Nc1c(C(=O)OC)[nH]c2ccccc12)c1ccc2c(c1)OCO2	-29%	-21%	?	4%	-24%	0%	6%	?	-11%	?	2.3%[1.84 µM]
COc1ccc(-c2cc(C(=O)O)c(C)o2)cc1OC	4%	-7%	2%	-2%	-7%	?	1%	?	-4%	?	2.9%
O=C(Cn1c(=O)n2ncnc2c2c3c(sc21)CCCC3)c1ccccc1	0%	24%	-3%	5%	-6%	1%	5%	17%	3%	-27%	-0.9%
Cc1cc2c(cc1C)NC(c1ccccn1)C1=C(CC(C)(C)CC1=O)N2 (centres undefined)	-3%	-9%	1%	1%	-4%	-3%	3%	-14%	-1%	-7%	0.0%
O=C(c1noc2c1CCc1ccccc1-2)N1CCc2ccccc2C1	-16%	-5%	10%	-1%	18%	-4%	3%	8%	-2%	24%	-1.4%
CCOC(=O)c1c(NC(=O)CSc2nnnn2-c2ccc3c(c2)OCCO3)sc(C)c1C	-5%	-19%	14%	-2%	-1%	1%	2%	10%	-2%	36%[activator]	-0.4%[57.5 µM]
CCN(CC)S(=O)(=O)c1ccc2oc(C(=O)NCC3COc4ccccc4O3)c(C)c2c1 (centres undefined)	-8%	4%	22%	4%	2%	1%	6%	-1%	3%	-23%	-1.3%
COc1ccc(-n2c(=O)[nH]cc(C(=O)Nc3ccc4c(c3)OCCO4)c2=O)cc1	11%	-5%	-26%	0%	-3%	0%	-3%	21%	-2%	17%	-1.4%
CC1=C(C)C(=O)N(c2ccccn2)C1=O	-2%	-2%	0%	3%	-2%	-28%	-2%	?	2%	-4%	-1.8%
Cc1cc(C)nc(NS(=O)(=O)c2ccc(NC(=O)CCN3C(=O)c4ccccc4C3=O)cc2)n1	1%[11.4 µM]	4%[11.4 µM]	3%[11.4 µM]	-11%[11.4 µM]	-5%[11 µM]	1%	-2%	?	18%[9.17 µM]	-6%	-2.0%[0.0738 µM]
Cc1cc(-c2nnc(-c3cc4ccccc4oc3=O)o2)c(C)n1-c1ccccc1	-12%	15%	3.2µM*	-2%	2%	-3%	0%	?	-7%	-5%	2.3%[1.84 µM]
COC(=O)C1CCN(c2cc(=O)n(C3CCCCC3)c(=O)[nH]2)CC1	3%	2%	-4%	-2%	0%	5%	-2%	?	-11%	10%	0.6%
COc1ccc(S(=O)(=O)Nc2ccc(S(=O)(=O)N3CCOCC3)cc2)cc1	11%	1%	0%	-7%	-2%	-2%	-2%	-4%	26%	-13%	1.1%[9.22 µM]
CCOC(=O)c1cc(-c2nnc(-c3cc(OC)c(OC)c(OC)c3)o2)c(C)nc1C	1%	5µM*	3%	-5%	?	0%	-2%	14%	-4%	-13%	-2.2%
COc1ccccc1N1CCN(C(=O)c2c(-c3ccccc3Cl)noc2C)CC1	8%	-3%	-3%	-10%	-4%	-1%	-2%	6%	.	?	1.1%[0.369 µM]
Clc1ccccc1Nc1c2c(nc3ncnn13)CCC2	11%	-2%	5%	-2%	-2%	-1%	1%	18%	-6%	-18%	.
CCOc1ccc2[nH]c(=O)c(CN(Cc3cccs3)C(CC)c3nnnn3C(C)(C)CC)cc2c1 (centres undefined)	-18%	-11%	33%	-2%	-1%	2%	-1%	15%	-1%	-2%	-1.6%
N[C@@H](Cc1c[nH]c2ccc([N+](=O)[O-])cc12)C(=O)O	1%[11.4 µM]	4%[11.4 µM]	1%[11.4 µM]	3%[11.4 µM]	3%[11 µM]	1%[11.4 µM]	2%[9.22 µM]	0%[7.6 µM]	8%[9.17 µM]	-10%[11.5 µM]	3.6%[9.22 µM]
Cc1ccc(CCNC(=O)C2CCN(S(=O)(=O)c3ccc4c(c3)CCC(=O)N4)CC2)cc1	-2%	5%	100%	-7%	-3%	-5%	8%	-4%	11%	6%	0.5%
CN1C(=S)SC(/[N+]([O-])=C\c2ccco2)C1(C)C (centres undefined)	0%	-1%	-5%	-6%	-6%	2%	0%	?	.	7%	2.9%[0.369 µM]
CCc1cccc(Nc2cc(C)nc3nc(C)nn23)c1	5%	4%	12%	1%	-1%	3%	0%	10µM*	15%	-16%	-0.3%
COc1cc(C(=O)OCc2cc3ccccc3[nH]c2=O)cc(OC)c1OC	7%	10%	-8%	3%	-1%	1%	2%	3.2µM*	18%	9%	4.2%[1.84 µM]
CN1C(=O)c2ccccc2C(C(=O)NCC2CCCO2)C1c1c[nH]c2ccccc12 (centres undefined)	-9%	4%	-10%	-4%	?	-1%	1%	5%	2%	23%	-1.5%
O=C(Nc1cccc(C(F)(F)F)c1)c1cc(-c2cccs2)on1	-10%	-3%	-6%	-10%	3%	-10%	-2%	7%	-6%	-15%	-0.3%
O=C(Nc1ccccc1C(F)(F)F)c1cccnc1	8%	4%	2%	1%	-2%	1%	0%	1%	-2%	-3%	-0.1%[57.5 µM]
Cn1cnc2cc(NC(=O)c3ccco3)ccc21	9%	1%	-4%	-5%	-2%	-26%	0%	3%	-3%	-8%	-2.2%
CCOC(=O)C(C)Sc1nnc(Cc2cc(=O)[nH]c(=O)[nH]2)n1-c1ccc(Cl)cc1 (centres undefined)	7%	-3%	-7%	3%	2%	0%	7%	-5%	-2%	-2%	0.1%
c1ccc(C2(Cn3ccc4ccccc43)OCCO2)cc1	-8%	-27%	8%	0%	?	-1%	2%	-7%	-1%	36%[activator]	-2.7%
Cc1cc(C)n2nc(CC(=O)NC3CCCC(C)C3C)nc2n1 (centres undefined)	7%	-1%	19%	-14%	-4%	3%	0%	-8%	7%	-11%	2.8%
Clc1ccc(OCCN2CCN(c3ncnc4sccc34)CC2)cc1	-14%	5%	39%	-7%	6%	2%	2%	?	-3%	9%	-1.1%
O=C(NC1CCCCC1)C1CN(S(=O)(=O)c2ccccc2)CCN1S(=O)(=O)c1ccccc1 (centres undefined)	4%	12%	0%	-4%	-5%	-2%	0%	-4%	0%	17%	.
CCC(=O)Nc1cccc(-c2nc3ccccc3c(=O)o2)c1	4%	-17%	1%	-10%	-1%	?	-3%	-18%	7%	4%	4.3%
Cc1ccccc1N(CC(N)=O)S(C)(=O)=O	0%[11.4 µM]	-5%[11.4 µM]	4%[11.4 µM]	-4%[11.4 µM]	-5%[11 µM]	1%	-2%	?	13%[9.17 µM]	-9%	-0.6%[0.0738 µM]

Source: PubChem

Some of the compounds tested (hit frequency here may not be typical).
